tim23-1 inh: tim23-1 yeast growth inhibition; S. cerevisiae tim23-1 growth, BacTiter-Glo luminescence, 24 h; inhibition, % at 20 µM; 1.3% of 330,000 active; AID 463212;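 active = growth inhibition of the mutant yeast at or above 50%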;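 also: temperature-sensitive mutant grown at 25 °C; plate controls were DMSO-treated mutant yeast for no effect and medium wells lacking yeast for full effect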
UPR CHOP act: apoptotic UPR (CHOP) activation; 0.34% of 330,000 active; activation, % at 10 µM; CHO-CHOP luciferase reporter, luminescence; percent of tunicamycin response over DMSO baseline;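 active = at 10 µM dose, activation of 40% or more, normalized to positive control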;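 also: 100% = tunicamycin at 10 µg/mL and 0% = DMSO alone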
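System: CHO-CHOP luciferase reporter cell line | Buffer or medium: F12 medium containing 10% fetal bovine serum | Doses: One dose, 10 µM in 0.5% DMSO | Times: 6 h compound exposure at 37 °C after overnight seeding | Signal: Luciferase luminescence | Read-out: % activation vs tunicamycin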
Mdm2-MdmX inh: inhibitors of human Mdm2/MdmX interaction; inhibition, % at 8 µM; O15151+Q00987; 3% of 330,000 active; SaOS-2 split-luciferase Mdm2/MdmX complementation, luminescence;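 active = inhibition of at least 50% at 8 µM in the primary screen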
Target sequence (O15151 whole entry, looked up): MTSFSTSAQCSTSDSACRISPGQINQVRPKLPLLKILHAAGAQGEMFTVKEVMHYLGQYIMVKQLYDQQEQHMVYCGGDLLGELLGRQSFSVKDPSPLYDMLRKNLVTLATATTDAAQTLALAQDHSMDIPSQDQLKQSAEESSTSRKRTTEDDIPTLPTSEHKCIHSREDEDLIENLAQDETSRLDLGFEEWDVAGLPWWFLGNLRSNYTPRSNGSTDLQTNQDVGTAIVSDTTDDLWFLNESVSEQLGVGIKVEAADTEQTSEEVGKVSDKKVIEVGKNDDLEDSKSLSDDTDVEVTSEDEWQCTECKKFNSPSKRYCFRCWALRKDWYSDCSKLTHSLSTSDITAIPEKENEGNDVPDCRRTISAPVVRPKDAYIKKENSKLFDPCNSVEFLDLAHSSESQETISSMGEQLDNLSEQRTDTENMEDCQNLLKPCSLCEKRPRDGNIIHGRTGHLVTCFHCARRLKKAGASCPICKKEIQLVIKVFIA
Target sequence (Q00987 whole entry, looked up): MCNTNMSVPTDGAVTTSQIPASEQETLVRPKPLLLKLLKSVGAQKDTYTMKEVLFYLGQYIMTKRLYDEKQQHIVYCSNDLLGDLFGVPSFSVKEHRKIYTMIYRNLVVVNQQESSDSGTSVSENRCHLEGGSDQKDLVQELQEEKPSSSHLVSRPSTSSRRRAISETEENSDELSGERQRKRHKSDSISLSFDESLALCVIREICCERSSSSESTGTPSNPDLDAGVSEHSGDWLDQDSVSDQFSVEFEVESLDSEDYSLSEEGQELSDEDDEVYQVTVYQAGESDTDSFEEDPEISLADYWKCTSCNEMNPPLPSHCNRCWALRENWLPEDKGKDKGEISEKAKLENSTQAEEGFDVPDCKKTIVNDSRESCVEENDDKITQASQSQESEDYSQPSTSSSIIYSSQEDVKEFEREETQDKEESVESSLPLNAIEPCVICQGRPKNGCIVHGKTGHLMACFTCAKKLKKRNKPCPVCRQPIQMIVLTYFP
APJ antag: blocks the human apelin receptor APJ | CHO-K1 APJ beta-arrestin complementation, luminescence | inhibition, % at 20 µM | 0.32% of 330,000 active | AID 2521;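 active = inhibition above about 40% at 20 µM, limit read from the data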;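 also: cells challenged with 10 nM apelin-13 agonist together with compound; plate controls were apelin-13 plus DMSO wells for no effect and DMSO wells lacking apelin-13 for full effect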
CCR6 antag: CCR6 (human) receptor antagonism. CHO-K1 CCR6 PathHunter beta-arrestin, luminescence, CCL20-stimulated. inhibition, % at 20 µM. 0.49% of 340,000 active. AID 493098;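 active = compounds whose inhibition of the agonist-driven luminescence signal at 20 µM reaches about 50%, limit read from the data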;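 also: cells stimulated with CCL20 at 14 nM final; plate controls were DMSO with CCL20 for no effect and DMSO without agonist for full effect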
XBP1 UPR activ: activators of adaptive arm of unfolded protein response (XBP1); activation, % at 20 µM; 0.33% of 330,000 active; AID 463104; CHO-XBP1 luciferase reporter, IRE1-XBP1 UPR activation, luminescence; percent of tunicamycin response, DMSO as zero;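 active = versus positive control, 20 µM dose yields 30% or more activation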;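 also: 100% = tunicamycin at 10 µg/mL and 0% = DMSO only wells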
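Material – CHO cell line with stable XBP1 luciferase reporter · Buffer or medium – F12 plus 10% FBS · Compound – single point, 20 µM final compound, 1% DMSO · Schedule – 16-18 h cell attachment at 37 °C, then 6 h compound exposure · Signal – Steady-Glo luminescence read · Benchmarks – high control tunicamycin 10 µg/mL final, low control DMSO vehicle only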
CXCR6 inh: inhibitors of human CXCR6 receptor; O00574; CHO-K1 PathHunter CXCR6 beta-arrestin, luminescence; inhibition, % at 20 µM; 0.36% of 360,000 active; AID 602244; in the data active = inhibition above about 34%, passing the limit was not always enough;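 also: antagonist mode with CXCL16 agonist at 10 nM final; 0% = 10 nM CXCL16 with DMSO and 100% = unstimulated wells without agonist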
EBI2 block: blocks human EBI2 receptor beta-arrestin signaling. P32249. EBI2 beta-arrestin recruitment, luminescence, 7a,25-OHC stimulated. inhibition, % at 5 µM. 0.81% of 360,000 active. AID 651636; in the data active = inhibition above about 38%;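 also: enzyme fragment complementation signal reports receptor beta-arrestin coupling in cells; 0% = agonist plus DMSO wells and 100% = wells without agonist; some results beyond the cut were filed as inactive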
APJ agonist: APJ receptor agonism. P35414. CHO-K1 APJ PathHunter beta-arrestin, luminescence; 0% DMSO wells, 100% apelin. activation, % at 20 µM. 0.11% of 330,000 active;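 active = activation more than six SD over the plate average, tested at 20 µM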;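 also: 0% = DMSO alone and 100% = apelin-13 at 10 nM; some results filed as inactive read as strong as hits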
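Material: CHO-K1 APJ beta-arrestin complementation cell line; Input: cell density 1000 per well; Incubation: compound stimulation 90 min at 25 °C, detection 60 min; Signal: luminescence from split beta-galactosidase complementation, Galacton Star/Emerald II substrate; Controls: DMSO-only wells as negative, 10 nM Apelin-13 as positive control.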
An asterisk follows results filed as active; . = not tested or not shown; & = joins results of further samples. The list is partial. The share of hits here may be higher or lower than overall.

SMILES	tim23-1 inh	UPR CHOP act	Mdm2-MdmX inh	APJ antag	CCR6 antag	XBP1 UPR activ	CXCR6 inh	EBI2 block	APJ agonist
NCC(CC(=O)O)c1ccc(Cl)cc1 (configuration not stated)	11	-1.1	21	8	-28	-3	-4	-4	-3
C[C@]12CCC3=C4CCC(=O)C=C4CC[C@H]3C1CC[C@@H]2O (some centres not stated)	20	1.2	16	15	4	-2	0	-13	-1
O=c1[nH]c(=O)n(CCc2ccccc2)c(O)c1C=NCc1ccc2c(c1)OCO2	-23	-1.9	24	1	4	6	0	-5	-2
O=C(Nc1ccccc1)Oc1ccccc1	-5	2.7	-4	16	2	-1	-7	-10	0
Cc1cccnc1-n1c(-c2ccccc2)nc2ccccc2c1=O	21	-1.3	7	-2	12	2	-1	2	-5
COc1c2c(cc3c1OCO3)CC[N+](C)=C2	0	0.9	9	1	-7	-2	5	2	5
CC(C)n1cc(C(=O)N(CC(=O)NC(C)(C)C)Cc2ccccc2)cn1	-1	-1.9	34	12	13	-3	1	0	0
CCCCC(=O)N/N=C/c1c(O)n(Cc2ccc(F)cc2)c(=O)[nH]c1=O	-2	-1.8	-1	-8	5	-3	4	3	3
CC(=O)NC(Cc1ccc(N(CCCl)CCCl)cc1)C(=O)NC(CC(C)C)C(=O)O (configuration not stated)	17	-0.6	16	-6	10	-4	-1	5	-5
CCN(CC)CCN=Cc1c(O)n(Cc2ccccc2)c(=O)[nH]c1=O	4&9	-2.5&0.5	19&15	-8&10	1&6	-6&-1	8&-5	10&-3	2&-6
Cc1ccc(-n2c(O)c(/C=N/c3ncc(Br)cc3Br)c(=O)[nH]c2=O)cc1	7	3.5	3	18	-11	31*	4	5	-1
CN(C)C(=O)NC(O)C(Cl)(Cl)Cl (configuration not stated)	8	-1.0	-3	-4	1	-3	-1	9	-5

An excerpt of these results, field by field.
Compound: CC(C)n1cc(C(=O)N(CC(=O)NC(C)(C)C)Cc2ccccc2)cn1
  tim23-1 inh: -1 | UPR CHOP act: -1.9 | Mdm2-MdmX inh: 34 | APJ antag: 12 | CCR6 antag: 13 | XBP1 UPR activ: -3 | CXCR6 inh: 1 | EBI2 block: 0 | APJ agonist: 0

Compound: O=c1[nH]c(=O)n(CCc2ccccc2)c(O)c1C=NCc1ccc2c(c1)OCO2
  tim23-1 inh: -23 | UPR CHOP act: -1.9 | Mdm2-MdmX inh: 24 | APJ antag: 1 | CCR6 antag: 4 | XBP1 UPR activ: 6 | CXCR6 inh: 0 | EBI2 block: -5 | APJ agonist: -2

Following part
SMILES	tim23-1 inh	UPR CHOP act	Mdm2-MdmX inh	APJ antag	CCR6 antag	XBP1 UPR activ	CXCR6 inh	EBI2 block	APJ agonist
CCOc1ccc(-c2cc(C)[n+](CCN(CC)CC)c(-c3ccc(OCC)cc3)c2)cc1	0	4.3	91*	28	7	-2	6	17	-2
CC(=O)OC1=CC[C@H]2[C@@H]3CC[C@H]4C[C@H](OC(C)=O)[C@@H](OC(C)=O)C[C@]4(C)[C@H]3CC[C@]12C	10	3.2	10	-2	17	0	-1	1	-4
CCN1CCN(Cc2ccccc2C)CC1	1	0.7	12	-5	-9	-3	-1	-2	-2
CCn1cc(CN2CCCC(C(=O)c3cccc(OC)c3)C2)c(C)n1 (configuration not stated)	5	-1.2	-14	1	13	-1	0	-1	-2
CN(C)C(=O)Oc1cccc2c(OC(=O)N(C)C)cccc12	25	-0.1	-18	7	-4	3	-5	0	0
CC(Cc1ccccc1)[n+]1cc(/N=C(\[O-])Nc2ccccc2)on1 (configuration not stated)	10	2.6	5	-2	1	0	0	-10	-5
CN1C(=O)C(=CN2CCN(C(=O)c3ccco3)CC2)C(=O)N(C)C1=S	9	3.4	15	5	6	1	0	-7	-3
CCN(CC)CCO	7	1.4	14	10	-2	-1	-7	1	1
COc1ccc(C(C)=O)cc1CC(C(=O)c1ccccc1)N(C)C (configuration not stated)	17	1.5	1	3	10	2	-4	-1	3
O=C(O)CCn1cc(C=C2C(=O)NC(=O)NC2=O)c(-c2ccc(Br)cc2)n1	5	2.9	-3	1	1	1	-6	4	0
CN1CCN(c2nc3ccccc3c(=O)n2-c2ccccc2)CC1	-9	-1.3	-1	14	8	1	-3	-7	-3
COC(=O)C1=C(c2ccccc2OCc2ccccc2)C[C@@H]2CC[C@H]1N2C(=O)NCc1ccc(OC)cc1	33	2.2	13	1	22	-2	7	26	-3
CCCN(CC#CCO)CCC	-9	-1.2	12	8	-2	-3	-8	-1	1
CC(C)(O)[C@@H]1[C@H]2OC(=O)[C@@H]1[C@]1(O)C[C@H]3O[C@]34C(=O)O[C@H]2[C@]14C (tested in a mixture with another compound)	9	0.5	-16	3	.	-5	.	.	-4
Cn1c(O)c(/C=N/N2CCOCC2)c(=O)[nH]c1=S	8	1.9	12	-4	0	4	.	.	-4
CNC(=O)c1cccn(Cc2cccc(C(F)(F)F)c2)c1=O	8	2.0	38	11	-2	-1	-9	-15	-1
O=c1[nH]c(=S)n(C2CC2)c(O)c1C=NCCN1CCOCC1	-4	-1.5	23	14	1	-4	4	4	0
O=C(c1ccccc1)c1ccc(N=Nc2c(O)[nH]c(=O)[nH]c2=O)cc1	-20	26	17	3	23	17	4	-3	-2
COc1cc(-c2ccc(N)c(OC)c2)ccc1N	0	3.1	31	-5	2	0	-1	5	-2
O=C(Cn1nc(Cc2cccnc2)c2ccccc2c1=O)N1CCC2(CC1)OCCO2	3	-0.8	19	18	-6	-1	8	-6	-5
CN1CC2=CC(O)CC3Oc4c(O)ccc(c4[C@]23C)C1 (some centres not stated)	4	-0.4	6	5	-8	-3	-1	1	-4
CC1CN=C(NCc2ccccc2)S1 (configuration not stated)	-11	0.3	1	16	-9	-1	-6	-4	-3
O=c1[nH]c(=O)n(-c2ccc(Cl)cc2)c(O)c1C=Nc1ccc(S(=O)(=O)Nc2nccs2)cc1	7	2.2	11	-20	-9	-3	-5	-9	-1
CN1C2C=C(N(C(=O)c3ccc(Cl)cc3)c3ccccc3)CC1CC2 (configuration not stated)	3	1.0	13	-7	-4	-3	8	4	-1
Cc1[nH]c2ccc(O)cc2c1CCN	12	2.3	-13	-7	0	-4	-11	-16	4
COc1ncccc1C(=O)NCC(CC(=O)O)c1ccccc1 (configuration not stated)	-9	0.0	24	-2	7	0	-3	-13	0
CCN1CCN(Cc2nnnn2C(C)(C)C)CC1	-2	-3.9	-6	11	21	-1	.	.	1
C[C@]12CCC3C(CC[C@H]4C[C@@H](O)[C@H](O)C[C@]34C)C1CC[C@@H]2O (some centres not stated)	-1	1.8	-13	5	2	0	2	-7	-1
CN1Cc2c(c(C#N)c(N)n(C)c2=S)CC1(C)C	4	0.7	-8	8	-2	1	0	-6	-1
COc1ccc2c3c([nH]c2c1)C(C)=NCC3	4	1.9	47	11	-10	-9	-8	3	-3
CCC(=NCCN1CCCCC1)c1c(O)n(C)c(=O)n(C)c1=O	10	-0.2	-1	-2	-16	-1	-2	-3	-3
CN(Cc1ccccc1)C(=O)CN1CCCC1=O	-5	-0.3	0	4	4	-2	-5	-9	-1
O=C(CNC(=O)c1cccc(Cl)c1)Nc1ccc(Br)cc1C(=O)c1ccccc1	10	0.4	23	10	6	-2	2	-6	-5
O=P(C(Cl)Cl)(N1CCCCC1)N1CCCCC1	10	-2.0	-20	3	-2	2	2	-1	-3
O=c1cccc2n1CC1CNCC2C1 (configuration not stated)	6	-2.0	12	18	7	-2	8	-3	1
CN1CCN(c2ccc([N+](=O)[O-])c(N/N=C3\CN4CCC3CC4)c2)CC1	-10	0.7	11	8	12	-4	6	-1	-5
CCOC(=O)COc1ccc(/C=C2\C(=O)NC(=S)N(c3ccc(OC)cc3)C2=O)cc1OC	20	1.1	13	11	7	1	3	-11	-7
COc1cc(C=C2C(=O)NC(=O)NC2=O)cc(OC)c1OC	-1	-0.6	-6	0	-4	-1	-1	7	-3
CCn1ccnc1CN1CCCC(C(=O)c2ccc(OC)cc2OC)C1 (configuration not stated)	4	-0.8	16	-11	-3	-2	-1	-8	-2
Cc1cc(Cl)ccc1OCC(=O)N1CCN(C)CC1	1	-1.9	33	2	-6	2	3	-2	-5
CC(=O)NC1CC2CCCC(C1)N2 (configuration not stated)	4	-2.2	0	5	0	-3	-2	-2	3
Cc1ccc(Cc2c(C)nc3nc(SCC(=O)N4CCC5(CC4)OCCO5)nn3c2C)cc1	19	0.3	5	13	-8	-1	-1	12	-3
O=C(c1ccc(Cl)cc1)C1CCCN(C2CCSCC2)C1 (configuration not stated)	-7	-1.2	3	2	1	1	7	-14	-3
Cc1cc(OCC(=O)NCc2ccncc2)c2c3c(c(=O)oc2c1)CCCC3	12	1.8	16	16	14	-2	0	1	-1
C[C@]12CCC3C(CC[C@H]4C[C@H](N)CC[C@]34C)C1CC[C@H]2O (some centres not stated)	21	-1.4	16	7	5	-1	5	-20	-3
CCC(=Nc1ccc2c(c1)CCC2)c1c(O)n(-c2ccc(OC)cc2)c(=O)[nH]c1=O	9	3.6	11	1	4	-6	-4	-3	0
CCC1C(c2ccccc2)NC(c2ccccc2)CC1(O)c1ccc(F)cc1 (configuration not stated)	7	-0.9	29	16	2	0	-7	13	-2
CC(C)c1ccc(N2C(=O)NC(=O)/C(=C/c3cnc(-c4ccccc4)nc3)C2=O)cc1	12	0.6	8	0	9	-1	-4	8	0
COc1ccc(CCNCc2ccccc2)cc1	8	-1.5	-49	-4	-7	-3	-4	-7	-1
O=c1c2ccccc2nc(-c2ccco2)n1-c1ccncc1	5	0.3	2	0	34	1	-7	-7	-1
O=C1C2CCCN2C(c2ccncc2)N1c1ccc(Cl)c(Cl)c1 (configuration not stated)	-1	-1.2	-28	-11	7	-2	-4	-4	-3
NC(N)=N/N=C/c1ccc(N(c2ccccc2)c2ccccc2)cc1	71*	74*	97*	-20	15	62*	-13	-8	40*
CC1CCC(N2CCN(C(=O)COc3ccccc3)CC2)CC1 (configuration not stated)	9	0.1	-1	-20	0	-6	9	32	1
CCCCCn1c(=O)c(C(=O)NC(C)c2ccccc2)c(O)c2ccccc21 (configuration not stated)	1	-0.2	32	16	12	-7	-1	-2	-5
Cc1ccc(-c2nc3ccccc3c(=O)n2-c2ccc(O)cc2)cc1	18	0.0	8	-33	10	-1	3	1	-4
COc1cc(OC)c2c(c1)O[C@@H](c1ccc(OC)c(OC)c1)[C@H](O)C2	6	-1.6	16	-1	0	0	2	3	-4
CCOP(=S)(OCC)SCC(=O)NC(C(=O)O)C(C)C (configuration not stated)	10	1.5	12	15	-1	1	-7	3	4
O=c1[nH]c(=O)n(CCC2=CCCCC2)c(O)c1C=NCc1cccnc1	0	0.2	23	-27	-7	0	4	-8	-4
COc1ccc(C2SCC(=O)Nc3c2c(C)nn3-c2ccccc2)cc1OC (configuration not stated)	15	-2.5	-4	4	1	2	2	-1	0
